HCV core dimer – blocks dimerization of HCV core protein; TR-FRET GST/Flag-core106 dimerization, 1536-well; inhibition, % at 5 µM; 300,000 tested, 0.33% active; AID 1899;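 active means inhibition above the mean of all tested compounds plus 3 SD, set per screening campaign, cut at about 45% in these data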
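assay system = GST-tagged and Flag-tagged HCV core protein residues 1-106 | controls = unlabelled core106 and no-GST-core106 wells | incubation = compound-protein-antibody incubation 4 h at 22.5 °C | probe or stimulus = Eu donor and XL665 acceptor anti-tag antibodies | read-out = % inhibition based on acceptor/donor emission ratio | signal = TR-FRET 671 and 617 nm emission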
Efflux pump mplx – blocks antifungal efflux pumps in multiplex yeast assay; S. cerevisiae Candida pump triplex, Nile Red efflux; inhibition, % at 10 µM; 330,000 tested, 0.44% active;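 active means plate passing quality check with inhibition over a set limit, or well fluorescence over plate mean plus 4 SD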;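 further: Nile Red retained in pooled yeast measured as flow cytometry median fluorescence; 0% = buffer negative control and 100% = Enniatin B positive control; higher means more Nile Red kept so more efflux inhibition; some compounds called inactive have numbers as strong as hits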
PREPL inhibitor – inhibitors of human prolyl oligopeptidase-like enzyme PREPL | Q4J6C6 | recombinant PREPL, fluorescence polarization activity-based probe | inhibition, % at 5.96 µM | 320,000 tested, 0.68% active | AID 2751; in the data active means inhibition above about 43%;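 further: 0% = enzyme with DMSO and 100% = wells lacking enzyme; many of its hits are not listed in these tables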
GASC-1 inh – human JMJD2C demethylase inhibition. AID 2099. 330,000 tested, 0.069% active. inhibition, % at 2.35 µM. GST-JMJD2C(1-420) H3K9me3 demethylation, DELFIA europium;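 active means more than half of a compound's replicate wells show inhibition beyond 50%, single wells judged on their own value; inconclusive means some, but no more than half, of replicates pass 50% inhibition; inactive means no replicate passes 50% inhibition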;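 further: signal counts dimethyl H3K9 product captured on neutravidin plate; 0% = median of DMSO wells and 100% = 0.3 times that DMSO median; strong numbers were not always called active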
LYPLA2 inh – blocks human lysophospholipase 2, a PME1 counter-screen; O95372; recombinant LYPLA2, FP-Rh probe fluorescence polarization; inhibition, % at 5.9 µM; 320,000 tested, 0.38% active; AID 2177;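 active means inhibition above the screen-wide mean plus 3 SD, limit set per campaign, cut at about 26% in these data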;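 further: 0% = LYPLA2 with DMSO and 100% = wells lacking LYPLA2 enzyme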
Target sequence (O95372 whole entry, looked up): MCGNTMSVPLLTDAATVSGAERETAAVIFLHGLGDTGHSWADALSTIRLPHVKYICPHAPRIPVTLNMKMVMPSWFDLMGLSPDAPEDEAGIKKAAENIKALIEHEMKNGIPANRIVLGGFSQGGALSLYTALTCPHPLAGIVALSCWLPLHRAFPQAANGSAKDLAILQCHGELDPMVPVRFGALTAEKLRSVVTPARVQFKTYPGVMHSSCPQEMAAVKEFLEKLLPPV
TPT1 inh – inhibitors of Candida albicans tRNA 2'-phosphotransferase TPT1; inhibition, % at 5 µM; recombinant caTPT1, FP RNA substrate dephosphorylation; AID 1962; 300,000 tested, 0.81% active;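 active means inhibition above the mean of all tested compounds plus 3 SD, set per screening campaign, cut at about 24% in these data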;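 further: plate controls were DMSO alone for no effect and ferristatin control at 100 nM for full effect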
Fh CTSL1 inh – cathepsin L1 inhibition, PFM18AAP counter-screen | AID 1906 | 300,000 tested, 0.49% active | inhibition, % at 5.96 µM | recombinant F. hepatica cathepsin L1, Z-Leu-Arg-MCA fluorescence;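 active means inhibition above the mean of all tested compounds plus 3 SD, set per screening campaign, cut at about 17% in these data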;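 further: 0% = plate median of test compound wells and 100% = 1 µM Z-Phe-Ala-diazomethylketone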
PP1 counter – PP1-alpha (human) inhibition in PP5 counter-screen. purified PP1alpha, OMFP fluorescence. inhibition, % at 6.7 µM. 320,000 tested, 0.9% active;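 active means inhibition above the mean inhibition of all tested compounds plus 3 SD, computed separately for each screening campaign, cut at about 15% in these data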
PP5 primary – inhibitors of human protein phosphatase 5 (PP5) | inhibition, % at 6.7 µM | purified PP5c, OMFP substrate fluorescence | P53041 | 320,000 tested, 0.18% active | AID 1987;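 active means inhibition above the campaign's mean inhibition across all tested compounds plus 3 SD, cut at about 9.5% in these data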;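 further: 0% = DMSO only and 100% = 100 µM cantharidin control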
Target sequence (P53041 whole entry, looked up): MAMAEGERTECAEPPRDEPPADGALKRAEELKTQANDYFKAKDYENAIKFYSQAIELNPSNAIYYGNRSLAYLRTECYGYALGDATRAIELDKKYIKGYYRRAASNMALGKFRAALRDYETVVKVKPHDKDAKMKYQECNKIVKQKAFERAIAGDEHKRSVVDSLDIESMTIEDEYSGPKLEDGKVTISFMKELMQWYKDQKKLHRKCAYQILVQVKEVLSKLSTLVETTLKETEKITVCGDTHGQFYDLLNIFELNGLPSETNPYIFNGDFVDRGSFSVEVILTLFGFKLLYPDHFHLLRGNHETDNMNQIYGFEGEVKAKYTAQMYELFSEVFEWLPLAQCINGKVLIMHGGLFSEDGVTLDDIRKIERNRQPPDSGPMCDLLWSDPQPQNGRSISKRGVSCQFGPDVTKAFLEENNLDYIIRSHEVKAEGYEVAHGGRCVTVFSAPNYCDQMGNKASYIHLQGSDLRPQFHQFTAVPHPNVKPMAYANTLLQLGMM
* marks the source's active call; other numbers are inactive results; i = inactive; ? = inconclusive; / = no result given. A portion of the library; the hit share may differ from the screen's.

Results follow in this order: HCV core dimer	Efflux pump mplx	PREPL inhibitor	GASC-1 inh	LYPLA2 inh	TPT1 inh	Fh CTSL1 inh	PP1 counter	PP5 primary
CN(C)NC(=O)c1csnc1-c1c(Cl)cccc1Cl
 : 1	0.1	12	3	4	1	1	-2	0.5
CC(=O)Nc1ccc(S(=O)(=O)Nc2nnc(CC(C)(C)C)s2)cc1
 : -1	0.1	-6	-3	1	-2	-2	-4	-4.4
Cn1nnnc1SCCNCc1ccccc1OCc1ccc(F)cc1
 : -6	0.1	-50	10	3	1	-3	-4	0.7
O=C(NN1C(=O)c2ccccc2C1=O)c1ccc2c(c1)C(=O)N(CC1CCCO1)C2=O (stereo not given)
 : 0	0.2	2	-23	1	1	0	-3	-1.1
CCCOC(=O)C1C2C=CC(C3CC23)C1C(=O)OCC(=O)c1ccccc1 (stereo not given)
 : 1	-0.2	-8	0	13	1	-4	6	4.8
CN1CCN(NC(=S)Nc2ccc(OC(F)F)cc2)CC1
 : -6	-0.5	22	-25	3	-3	3	-7	1.7
O=C(O)c1ccc(N=Cc2c(O)ccc3oc4c(c23)CCCC4)cc1
 : 0	-0.1	2	-3	8	-2	3	0	2.7
O=C(O)CCc1ccc(-c2cccs2)n1CC(=O)Nc1ccccc1C(F)(F)F
 : 1	0.1	6	2	-6	5	5	-1	4.6
Cc1c(NC(=O)CSc2nccn2C)c(=O)n(-c2ccccc2)n1C
 : -2	-0.2	-4	21	-4	-2	2	-2	1.8
CCCC(=O)Nc1c2c(nn1-c1cccc(Cl)c1)CS(=O)(=O)C2
 : -3	-0.2	17	-16	4	-7	5	-1	-0.4
CCCCNc1nc2ccccc2n1CC(=O)Nc1ccc2c(c1)OCCO2
 : -3	0.0	2	26	0	0	-3	0	1.5
Cc1ccsc1/C=N/n1c(-c2cccnc2)n[nH]c1=S
 : 1	-0.2	3	-1	0	1	13	-4	-0.3
COc1ccccc1/C=C\C=N\n1c(-c2ccc(Cl)cc2Cl)n[nH]c1=S
 : 10	0.2	-24	1	3	-3	1	8	1.9
Cc1ccc2cc(CN(Cc3ccco3)C(=O)c3ccccc3)c(=O)[nH]c2c1C
 : 7	-0.2	19	2	4	-2	0	0	0.3
Cc1ccc(CC(=O)NCCCc2ccccc2)cc1
 : 0	0.0	-15	5	1	-1	0	-3	-3.3
CCc1ccc(NS(=O)(=O)c2cccs2)cc1
 : 0	-0.1	3	5	-4	-2	-1	4	-1.1
O=C(Nc1cccc2[nH]ncc12)c1ccc(F)cc1
 : -6	0.1	9	0	5	-1	3	-1	1.7
CCCCn1cnc2cc(NCc3cccc(OC)c3O)ccc21
 : -11	-0.1	11	0	9	-1	-3	0	0.5
C=CCc1cccc(Cl)c1OCCON1C(=O)CCC1=O
 : -3	0.0	-14	1	6	-1	-3	-1	1.6
Cc1ccc(OCc2ccc(C(=O)Nc3ccc(C(N)=O)cc3)o2)c([N+](=O)[O-])c1
 : 22	0.0	-17	-6	-8	0	4	11	-0.8
COc1ccc(-n2c(C)c(C)c3c(N)ncnc32)cc1
 : 3	-0.1	8	5	3	0	-2	2	4.1
CN1CCN(c2ccc(NC(=O)c3ccc(-c4ccc(Br)cc4)o3)cc2)CC1
 : -10	-0.1	35	-9	-3	-2	4	3	1.8
COCC(C)n1c(SCC(=O)Nc2sccc2C(N)=O)nc2ccccc2c1=O (stereo not given)
 : /	-0.2	-7	16	-11	/	/	-1	1.4
COc1ccc(-c2csc(NC(=O)Cc3ccccc3F)n2)cc1OC
 : 0	0.1	14	-3	-5	3	4	4	4.6
O=C1CCC/C(=N\NC(=O)COc2ccc(Cl)cc2)C1
 : 1	0.0	19	3	2	0	4	-4	-0.7
COc1cc(/C=C2/C(=N)N3N=C(CC(=O)N4CCOCC4)SC3=NC2=O)ccc1OCc1ccccc1
 : -1	0.2	23	4	4	7	0	1	0.7
COc1ccc(/C=N/Nc2ccc([N+](=O)[O-])cc2)cc1O
 : -11	0.1	22	i	9	82*	5	1	1.1
CCOC(=O)Cn1nnc(-c2ccc(SC)cc2)n1
 : 3	0.0	3	-2	-3	-2	-1	-1	-0.2
Cc1ccc(S(=O)(=O)NC(=O)NC(C)(C)C)cc1
 : 1	0.0	-3	-6	-3	-4	-2	-2	-0.9
O=C(CCCN=C1NS(=O)(=O)c2ccccc21)OCC(=O)c1ccc(Br)cc1
 : -9	0.0	-2	-2	0	-6	-10	0	-0.1
COc1ccc(C(O)c2nc3ccccc3n2C(C)C)cc1 (stereo not given)
 : -1	-0.1	3	6	-4	0	-12	-3	-1.1
C=CCOc1ccc(C2C(C(=O)c3ccc(C)o3)=C(O)C(=O)N2Cc2cccnc2)cc1 (stereo not given)
 : -5	0.2	-3	-17	2	2	-2	23*	1.8
CCC1=[N+]([O-])C(C)(/C(C)=N\O)N(O)C1(C)C (stereo not given)
 : -2	0.1	-6	7	4	-1	-3	0	2.0
COc1ccc(-c2nnc(-c3cccnc3)o2)cc1
 : -5	-0.1	-5	4	0	0	1	-4	-3.4
CCCS(=O)(=O)N1CCC(C(=O)N2CCOCC2)CC1
 : -1	-0.1	5	-5	0	-2	-1	1	2.2
Cc1c(=O)n(OCc2cccc(F)c2)c2ccccc2[n+]1[O-]
 : -1	0.0	-6	2	12	0	-3	-2	-0.3
Fc1ccccc1N1CCN(Cc2cnc(Cl)s2)CC1
 : -1	0.1	-3	3	-2	0	-2	0	-1.3
COC(=O)CCC(=O)N1CCCC(N2CCN(c3ccc(OC)cc3)CC2)C1 (stereo not given)
 : -2	-0.1	16	9	1	2	1	0	-1.1
Cc1cccc(CSC(=N)N)c1
 : -7	0.1	10	-14	-3	5	-2	-3	-1.6
O=c1oc2cc(Cl)ccc2n1CSc1nc2ccccc2s1
 : 9	-0.1	-6	0	-2	-4	5	0	-0.2
CCOC(=O)c1cc(CC)sc1NC(=O)c1ccc(N2C(=O)CCC2=O)cc1
 : 2	-0.1	3	3	-7	-2	6	-1	1.7
CC(C)[C@H](N)c1cn([C@@H](CC(N)=O)C(=O)N2CCNCC2)nn1
 : -10	0.1	8	6	5	-3	-5	1	1.8
CCOc1ccc(C(CC(=O)O)NC(=O)C23CC4CC(CC(C4)C2)C3)cc1OC (stereo not given)
 : -10	-0.1	10	-22	7	-2	-2	-1	-0.6
COc1ccc(NC(=O)OC(CN2CCCCC2)C(F)(F)F)cc1 (stereo not given)
 : -4	-0.1	2	13	4	-1	1	-2	2.2
O=C(c1ccco1)N1CCN(Cc2ccccc2F)CC1
 : -2	-0.2	10	-1	6	-3	3	1	2.5
O=C(O)CCC(=O)Nc1nnc(C(F)(F)F)s1
 : -2	-0.1	-2	5	-4	-1	-3	-1	-3.2
Cc1ccc(CNC(=O)CS(=O)Cc2nc(-c3ccccc3F)oc2C)cc1 (stereo not given)
 : 11	0.1	-3	-11	-4	0	1	0	-2.0
Cc1cccc(NC(=O)c2cc(-c3ccc(C)s3)nc3ccccc23)n1
 : 5	-0.3	-2	9	-7	1	1	2	0.7
Cc1ccccc1OCC(=O)OCC(=O)NCC1CCCO1 (stereo not given)
 : -6	0.0	1	-4	6	-3	-14	-2	-1.3
COCCn1ccc2c(OCC(=O)Nc3cc(OC)ccc3OC)cccc2c1=O
 : 5	0.1	15	?	1	2	-6	-8	2.2
CC(NC(=O)c1ccc(OC2CCN(Cc3ccccn3)CC2)cc1)c1nccs1 (stereo not given)
 : -3	-1.3	10	-1	6	-3	-3	-1	2.2
Cc1cc(C)n(CC(O)COc2ccc3ccccc3c2)n1 (stereo not given)
 : -4	-0.1	-5	-9	-3	-1	2	-2	-0.3
COc1ccc(CCNC(=O)c2sc(=S)n(C)c2N)cc1
 : -1	-0.1	11	-6	-1	-1	0	0	-0.2
CCC1(C)NC(=O)N(CC(=O)NCC(=O)Nc2c(C)cc(C)cc2C)C1=O (stereo not given)
 : /	0.3	25	-2	2	/	/	2	3.0
COc1ccc(C(N)CCc2ccc(C)o2)cc1 (stereo not given)
 : 0	0.0	7	10	3	21	15	4	-7.5

Given field by field: entries from further up.
O=C(c1ccco1)N1CCN(Cc2ccccc2F)CC1
  HCV core dimer: -2 | Efflux pump mplx: -0.2 | PREPL inhibitor: 10 | GASC-1 inh: -1 | LYPLA2 inh: 6 | TPT1 inh: -3 | Fh CTSL1 inh: 3 | PP1 counter: 1 | PP5 primary: 2.5

O=C(O)CCC(=O)Nc1nnc(C(F)(F)F)s1
  HCV core dimer: -2 | Efflux pump mplx: -0.1 | PREPL inhibitor: -2 | GASC-1 inh: 5 | LYPLA2 inh: -4 | TPT1 inh: -1 | Fh CTSL1 inh: -3 | PP1 counter: -1 | PP5 primary: -3.2

One compound at a time (already shown). Order of screens: HCV core dimer, Efflux pump mplx, PREPL inhibitor, GASC-1 inh, LYPLA2 inh, TPT1 inh, Fh CTSL1 inh, PP1 counter, PP5 primary
Cc1cc(C)n(CC(O)COc2ccc3ccccc3c2)n1 (stereo not given) is listed with -4, -0.1, -5, -9, -3, -1, 2, -2, -0.3
COc1ccc(CCNC(=O)c2sc(=S)n(C)c2N)cc1 is listed with -1, -0.1, 11, -6, -1, -1, 0, 0, -0.2
Cc1ccc(CNC(=O)CS(=O)Cc2nc(-c3ccccc3F)oc2C)cc1 (stereo not given) is listed with 11, 0.1, -3, -11, -4, 0, 1, 0, -2.0
O=C(c1ccco1)N1CCN(Cc2ccccc2F)CC1 is listed with -2, -0.2, 10, -1, 6, -3, 3, 1, 2.5
CCC1(C)NC(=O)N(CC(=O)NCC(=O)Nc2c(C)cc(C)cc2C)C1=O (stereo not given) is listed with /, 0.3, 25, -2, 2, /, /, 2, 3.0

TPT1 inh: entries above that show a hit.
compound	HCV core dimer	Efflux pump mplx	PREPL inhibitor	GASC-1 inh	TPT1 inh	PP5 primary
COc1ccc(/C=N/Nc2ccc([N+](=O)[O-])cc2)cc1O	-11	0.1	22	i	82*	1.1

Screening results from PubChem.
